# Luc counter – blocks Kinase-Glo luciferase, a counter-screen artifact; Q27757; Kinase-Glo luciferase, ATP luminescence, 8 min; Potency, µM (series often up to 38.3 µM), without a hit: at the top dose activity change, negative = inhibition, hits mostly inhibitors; 200,000 compounds, 0.28% hits; AID 1379; also: % is scaled to controls: 0 for no effect and ±100 for the full control effect; nearly all actives have a fitted effect of over 60% in size
#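 Luminescence was the read-out, taken after 8-minute incubation at ambient temperature. Luciferase turned over luciferin with 10 uM ATP in imidazole pH 7.2 buffer containing KCl, MgCl2, Tween 20 and BSA.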
# Lamin A splicing – LMNA splicing modulation. HeLa LMNA splicing GFP/RFP minigene ratio, 48 h. Potency, µM (doses to about 46.1 µM), for inactives: at the top dose ratio change, negative = inhibition, most hits filed as inhibitors. 200,000 compounds, 0.01% hits; active = well fitted inhibition curve with a large enough effect in the signal ratio, with a control signal flat, not every such curve was filed as active; inconclusive = small, poorly fitted or top-dose-only effect, or effect the other way, or a change in a side signal; the % refers to the signal ratio; also: % is scaled to controls: 0 for no effect and ±100 for the full control effect
#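 S3 HeLa stable clones carrying a lamin A-EGFP splicing minigene plus DsRed2 were seeded at 600 cells/well in Opti-MEM with 2% FBS, pin-dosed and incubated 48 h at 37°C. Acumen cytometry (488 nm) gave the GFP/RFP total-intensity ratio.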
# Tau ThT inhib – tau fibrillization inhibition (ThT binding); P10636; recombinant tau K18 P301L (four-repeat tau fragment), heparin-induced fibrillization, ThT fluorescence; Potency, µM (series often up to 57.4 µM), for inactives: at the top dose activity, negative = inhibition, most hits filed as inhibitors; 270,000 compounds, 2.1% hits; AID 1460; also: % is scaled to controls: 0 for no effect and ±100 for the full control effect; nearly all actives have a fitted effect of over 55% in size
#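 Heparin-induced fibrillization of the P301L-mutant K18 repeat-domain fragment of human tau was followed by ThT binding in quantitative high-throughput format.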
# ALDH1A1 inh – inhibitors of human aldehyde dehydrogenase 1A1; Potency, µM (highest dose often 75.3 µM), inactives show at the top dose activity, negative = inhibition, usual class: inhibitors; Purified ALDH1A1, NADH fluorescence, propionaldehyde substrate; 220,000 compounds, 7.3% hits; active = well fitted inhibition curve with a large enough effect, not every such curve was filed as active; inconclusive = small, poorly fitted or top-dose-only effect, or another doubt; inactive = no such curve, though single readings can be large or run the other way;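 also: plate controls were no enzyme wells and a reference inhibitor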
# SMN2 splice enh – increases expression of the SMN2 splice variant. 210,000 compounds, 2.8% hits. AID 1458. HEK293 SMN2-luciferase splicing reporter, luminescence, 30-36 h. Potency, µM (titrated, usually from 46.1 µM), for the others: at the highest dose activity change, positive = activation, most hits filed as activators; also: % of control where 0% means no effect; nearly all actives have a fitted effect of over 55% in size
#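 HEK293 cells carry an SMN2 minigene-luciferase reporter in which exon 7 inclusion puts luciferase in frame. Cells were seeded at 2000 cells/well, attached for 10-12 hours, then exposed to compounds for 30-36 hours at 37C before ONE-Glo luminescence.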
# KDM4E inh – inhibitors of human JMJD2E histone demethylase; B2RXH2; JMJD2E catalytic domain, FDH-coupled NADH fluorescence (FDH is formaldehyde dehydrogenase); Potency, µM (series often up to 57.1 µM), for inactives: at the highest dose activity change, negative = inhibition, usual class: inhibitors; AID 2147; 230,000 compounds, 1.6% hits; active = well fitted inhibition curve with a large enough effect, not every such curve was filed as active; inconclusive = small, poorly fitted or top-dose-only effect, or another doubt; inactive = no such curve, though single readings can be large or run the other way;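 also: 0% = wells with enzyme and -100% = buffer wells without enzyme; nearly all actives have a fitted effect of over 50% in size; many of its hits are not listed in these tables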
# Target sequence (B2RXH2 1-337 limits assumed): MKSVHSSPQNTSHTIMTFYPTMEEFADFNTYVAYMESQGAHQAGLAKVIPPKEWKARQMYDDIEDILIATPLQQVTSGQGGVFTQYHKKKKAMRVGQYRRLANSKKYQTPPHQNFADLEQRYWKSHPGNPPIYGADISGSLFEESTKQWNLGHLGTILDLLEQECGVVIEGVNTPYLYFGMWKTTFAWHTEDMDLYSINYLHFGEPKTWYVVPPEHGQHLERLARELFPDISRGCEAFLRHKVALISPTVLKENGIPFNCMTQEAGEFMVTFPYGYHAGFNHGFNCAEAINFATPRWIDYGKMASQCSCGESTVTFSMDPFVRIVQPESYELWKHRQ
# RECQ1 inh – blocks DNA unwinding by human RECQ1; Potency, µM (doses to about 57.3 µM), inactives show at the top dose activity, negative = inhibition, actives largely listed as inhibitors; 240,000 compounds, 0.54% hits; RECQ1 DNA unwinding, red fluorescence kinetic read; AID 2549;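 also: plate controls were vehicle for no effect and no enzyme for full effect; nearly all actives have a fitted effect of over 30% in size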
# Target sequence (P46063 whole entry, looked up): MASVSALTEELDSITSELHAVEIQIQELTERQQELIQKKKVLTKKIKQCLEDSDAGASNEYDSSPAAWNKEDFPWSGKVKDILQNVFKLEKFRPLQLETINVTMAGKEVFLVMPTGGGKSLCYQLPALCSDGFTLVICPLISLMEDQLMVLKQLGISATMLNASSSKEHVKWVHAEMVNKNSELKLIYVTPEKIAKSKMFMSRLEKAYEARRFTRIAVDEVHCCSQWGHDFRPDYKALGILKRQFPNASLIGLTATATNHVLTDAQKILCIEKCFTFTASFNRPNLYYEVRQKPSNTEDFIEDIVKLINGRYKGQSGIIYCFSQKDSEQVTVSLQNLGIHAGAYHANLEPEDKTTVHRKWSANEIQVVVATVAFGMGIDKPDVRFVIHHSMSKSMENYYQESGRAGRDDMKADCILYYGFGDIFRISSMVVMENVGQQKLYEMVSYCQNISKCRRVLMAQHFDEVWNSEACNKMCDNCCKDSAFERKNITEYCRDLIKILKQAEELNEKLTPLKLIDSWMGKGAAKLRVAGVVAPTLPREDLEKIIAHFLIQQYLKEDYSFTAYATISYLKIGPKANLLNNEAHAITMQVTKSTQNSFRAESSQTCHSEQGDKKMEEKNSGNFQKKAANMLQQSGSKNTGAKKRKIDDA
#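 50 nM RECQ1T1 preincubated 15 min with compound in Tris pH 8.0 buffer with MgCl2, DTT, Tween-20 and 2.5 ug/ml poly(dI-dC); started with 200 nM TAMRA/BHQ-2 forked duplex and 2 mM ATP. Unwinding read as fluorescence (525/598 nm), two reads 2 h apart.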
# L3MBTL1 inh – L3MBTL1 (human) inhibition; Q9Y468; AlphaScreen L3MBTL1–H3K9me1 peptide binding; Potency, µM (doses to about 57.1 µM), without a hit: at the highest dose activity, negative = inhibition, hits mostly inhibitors; 230,000 compounds, 0.66% hits; also: % is scaled to controls: 0 for no effect and ±100 for the full control effect; nearly all actives have a fitted effect of over 60% in size
#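 AlphaScreen assay: L3MBTL1 (50 nM final) was preincubated 30 min at room temperature with biotinylated H3(1-15)K9me1 peptide (75 nM final), then 30 min with library compounds; streptavidin donor and nickel chelate acceptor beads (10 ug/mL final) added, 30 min dark.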
# Active calls of the source: *; i = inactive; ? = inconclusive; / = no result given; & = joins results of further samples; [ ] = another dose, or the depositor's remark. Unless noted, calls follow the shape of the dose curve; as a rule, active = well fitted curve in the direction sought with a large enough effect; inconclusive = small, poorly fitted or top-dose-only effect, or another doubt; inactive = no such curve, though single readings can be large; an effect the other way counts as inactive or inconclusive. Potency is read from the fitted curve at half-maximal effect. An excerpt. The share of hits here may be higher or lower than overall.
mol | Lamin A splicing | KDM4E inh | ALDH1A1 inh | Luc counter | Tau ThT inhib | SMN2 splice enh | RECQ1 inh | L3MBTL1 inh
O=S(=O)(CC(O)COc1ccc(Br)cc1)c1ccccc1 (stereo not given) | / | 3% | / | / | 2% | / | -3% | 5%
CNCCCNC(=O)c1ccc(/C=N/O)nc1 | 10%[46 µM] | 19% | 4% | 3% | -9% | 1% | -11% | /
COC(=O)Nc1nc2ccc(C(=O)c3cccs3)cc2[nH]1 | ? | 1% | 1% | -1% | ? | -7% | -3% | /
Cc1ccc([N+](=O)[O-])cc1NC1CC(O)C(CO)O1 (stereo not given) | -9% | -8% | 13% | 1% | -5% | -1% | 0% | 14%
CCn1cc(C(=O)NCCc2ccccc2)c(=O)c2cc(F)c(N3CCN(C)CC3)cc21 | -13% | ? | ? | -3% | -15% | -19% | -5% | 1%
O=C(CN1CCN(c2ccc([N+](=O)[O-])cc2)CC1)Nc1nccs1 | ? | -2% | 12% | 0% | 12% | -58%[inhibitor] | -3% | -14%
COc1ccccc1NC(=O)COc1ccc(/C=N/n2cnnc2)cc1OC | 5% | -12% | 2% | / | ? | / | -7% | 5%
COc1cc(OC)c2ccc(=O)oc2c1C(CCN1CCOCC1)c1ccc(N(C)C)cc1 (stereo not given) | / | / | -5% | 3%[39.9 µM] | -20% | / | i | /
CCN(CC)C(=O)N(CC)Cc1ccccc1 | ? | 11% | 6% | 0% | 3% | 2% | i | 6%
O=C(O)C(Cc1cn[nH]n1)=NO | / | ? | / | / | -1% | / | -5% | 8%
CCCOc1ccc(NC(=O)C2CC(=O)N(C(C)C)C2)cc1 (stereo not given) | 8% | -4% | -2% | / | -2% | / | -7% | 5%
O=C(COC(=O)C1CCN(S(=O)(=O)c2ccc3c(c2)OCCO3)CC1)Nc1ccc(C(F)(F)F)cc1 | -7% | 9% | 2% | 2% | 1% | 6% | -11% | 12%
CCOc1ccc(N(CC(=O)NCc2ccccc2)S(C)(=O)=O)cc1 | -5% | 5% | 9% | 2% | -2% | 6% | i | 4%
CCn1c(SCc2ccccc2)nnc1C1CCCCC1 | -4% | -3% | ? | / | -1% | / | -1% | 8%
Cn1c(=O)c2cc(S(=O)(=O)NC(C(=O)Nc3cccc(F)c3)c3ccccc3)ccc2n(C)c1=O (stereo not given) | -3% | -9% | ? | -1% | -12% | -8% | -5% | /
COc1ccccc1NC(=O)CSc1nnc(-c2ccco2)o1 | -6% | -5% | ? | 0% | -3% | -5% | -1% | -1%
O=C1NCCN1C(=O)N(c1ccccc1)c1ccccc1 | 5% | 2% | ? | 2% | -1% | 9% | -10% | -3%
O=S(=O)(Nc1ccc(O)c(CN2CCCCC2)c1)c1ccccc1 | -6% | -6% | -5% | -2% | -4% | 0% | -11% | 5%
O=C1C=CC(=O)N1c1ccc(N2CCCCC2)cc1 | ? | 3% | 0.25µM* | -2% | -9% | 13% | i | -2%
COc1ccc(-c2nn(-c3ccccc3C)cc2CNCc2cccnc2)cc1F | / | ? | -4% | -1% | -10% | / | 8% | 3%
CCc1ccc(NC(=O)CSc2nc3n[nH]c(C)c3c(=N)n2-c2cccc(OC)c2)cc1 | -10% | -18% | ? | 2% | -16% | 1% | -5% | -15%
COc1cc2oc(-c3ccccc3)cc(=O)c2cc1OC | / | ? | ? | -3% | -15% | / | -6% | /
CCN1CCN(CCNC(=O)c2cn(Cc3ccccc3F)nn2)CC1 | -8% | 1% | 2% | 0% | -3% | 1% | -7% | -1%
CCN(CC)S(=O)(=O)c1cccc(C(=O)N/N=C/c2ccccn2)c1 | -20%[46 µM] | ? | ? | -1% | -7% | 3% | i | -5%
N=C(N)SCc1cn(-c2ccccc2)nc1-c1ccc(Br)cc1 | ? | -7% | -8% | 6% | ? | -9% | -2% | -6%
COC(c1ccccc1)c1nnc(CCC(=O)N(C)CCCC2CCCC2)o1 (stereo not given) | 8%[46 µM] | -5% | 9% | -1% | -6% | / | -4% | 10%
CCOc1cc2nc3c4ccccc4n(C)c3nc2cc1OCC | ? | -2% | -4% | 2% | -10% | -15% | -9% | 43%[activator]
CC(C)Cc1csc(NC(=O)c2ccc(F)cc2)c1C(=O)O | ? | -12% | 3% | 0% | -13% | ? | -10% | 4%
CCC(C)NC(=O)CNC(=S)N(Cc1ccccc1F)C1CCCCC1 (stereo not given) | -1%[46 µM] | -13% | 10µM* | 6% | 4% | 11% | -5% | -7%
CCn1ncc(-c2csc(N)n2)c1C | / | -1% | 2% | -1% | -5% | 20% | -5% | 4%
Cc1cccc(S(=O)(=O)c2c(N)n(/N=C/c3ccccc3)c3nc4ccccc4nc23)c1 | -3% | ? | ? | 19% | 0% | -33% | -4% | /
CCN(CC)CC(C)CNC(=O)CN1C(=O)CSc2ccc(S(=O)(=O)N3CCOCC3)cc21 (stereo not given) | 19%[46 µM] | 11% | 17% | 13% | 13%&1% | -25% | -3% | 5%
COC(=O)c1ccc(CN(c2ccccn2)S(=O)(=O)c2ccccc2)cc1 | 12% | ? | ? | -1% | 3% | -17% | i | 5%
COc1ccc(S(=O)(=O)N2CCC(C(=O)NCC3CCCO3)CC2)cc1C (stereo not given) | 6% | 3% | -14% | 5% | -9% | -3% | -6% | -2%
CCOc1ccc(-n2cccc2C=O)cc1 | -1% | -6% | ? | 3% | -11% | 12% | -7% | 1%
NC(=O)CN1CCN(c2cccc(Cl)c2)CC1 | / | 2% | 8% | 1% | 4% | -1% | 0% | 18%
Cc1ccc(-n2c(Cc3ccccc3)nnc2SCC(=O)NNC(=O)Cc2ccccc2)cc1 | 4%[0.0737 µM] | 3% | -4% | 1% | -8% | 14% | -3% | -4%
c1ccc(CNn2c(N3CCOCC3)nc3ccccc32)cc1 | -5% | ? | -5% | 1% | -16% | / | -3% | 8%
COc1ccc(NC(=O)Nc2ccccc2C(=O)N2CCCC2)cc1 | -1% | -2% | -4% | -6% | -2% | ? | 0% | 20%[11.4 µM]
CC(C)(C)n1nnnc1C(c1ccncc1)N1CCN(C2CCCCC2)CC1 (stereo not given) | 6% | 3% | 5% | -6% | -9% | -7% | -4% | 3%
O=C(CSc1nnc(-c2ccco2)n1Cc1ccco1)NCc1ccccc1 | -1% | 1% | -10% | 22% | -11% | 10% | i | /
CCOC(=O)c1c(C)oc2cc(Br)c(OC(=O)N3CCOCC3)cc12 | 5% | 8% | -6% | -1% | ? | -7% | 0% | /
COc1cc(C(=O)NCCN2C(=O)S/C(=C\c3cccs3)C2=O)cc(OC)c1OC | -15%[46 µM] | 3% | -3% | -9% | -17% | ? | i | 1%[11.4 µM]
O=C(CSc1nnnn1C1CCCCC1)NCc1cccc(C(=O)O)c1 | -1% | -10% | ? | 2% | 1% | -6% | 6% | -16%
CCOCCc1nnc(N)s1 | 6% | 1% | -1% | -2% | -6% | / | 0% | /
CCC(C)NC(=O)C(Cc1ccccc1)NS(=O)(=O)c1cccc2nsnc12 (stereo not given) | -5% | 5% | 3% | 3% | -9% | 1% | -12% | 6%
Cc1cc(=O)oc2cc(NC(=S)NCc3ccccn3)ccc12 | / | ? | ? | 0% | -16% | 14% | i | 5%[11.4 µM]
Cc1cc(Oc2ccc(C)c(Cl)c2)nc(SCC(=O)c2ccccc2)n1 | ? | -3% | -3% | -2% | -5% | -51% | -5% | 38%[activator]
Cc1cc(N=Cc2c(O)ccc3ccccc23)no1 | 3% | -20% | ? | / | 22µM* | / | 10% | -6%
O=C(NCCCN1CCOCC1)C(=O)NCc1ccccc1 | 14%[46 µM] | 14% | 10% | 1% | -1% | / | 2% | 8%
CCCc1ccc(C#N)c(SC2CC(=O)N(c3ccc(OC)cc3)C2=O)n1 (stereo not given) | ? | -11% | ? | -2% | ? | / | -7% | -4%
COc1cc(C2/C(=C(\O)c3ccc4c(c3)CC(C)O4)C(=O)C(=O)N2CCCn2ccnc2)ccc1O (stereo not given) | 7% | 0% | 2% | -4% | -14% | 1% | 8% | 1%
Cc1cc2nc(SCCOC(=O)Nc3ccc(Cl)cc3)nc(C)c2cc1C | 6% | 2% | 3% | 13% | 6% | -18% | 11% | -8%
COc1ccccc1C(c1nnnn1Cc1ccccc1)N1CCN(C2CCCC2)CC1 (stereo not given) | -12% | -2% | ? | -1% | -15% | -6% | 0% | -4%
Nc1ccc2nc(-c3ccccc3)sc2c1 | ? | ? | ? | 7.9µM* | ? | 0.5µM* | -3% | /
C=CCn1c(SCc2ccc(C(=O)O)cc2)nc2sc(C)c(C)c2c1=O | / | ? | / | / | -16% | / | 6% | -3%
O=c1cc(C(F)(F)F)nc(-c2ccccc2OC(F)(F)F)[nH]1 | / | -3% | 0% | / | -2% | / | 10% | 9%
COc1ccccc1Nc1cc(C(=O)NCCCN2CCOCC2)c2ccccc2n1 | 10% | -5% | -11% | -9% | -5% | -1% | -6% | -1%
Cc1ccc(S(=O)(=O)N(CC(=O)N/N=C/c2ccc(F)cc2)c2cccc3cccnc23)cc1 | ? | 7% | 6% | -4% | 4% | -16% | -15% | 4%
Cn1nnnc1SCc1ccc([N+](=O)[O-])cc1 | -8% | 0% | 7% | 0% | 2% | -11% | -2% | 2%
CCC(C)[C@H](N)c1nnc(SCC(=O)Nc2cccc(Cl)c2)o1 (stereo not given in full) | -1% | 2% | -2% | 1% | 4% | -15% | 14% | 9%

# 3 entries from above, ordered by their value in ALDH1A1 inh, low to high.
Compound,KDM4E inh,ALDH1A1 inh,Tau ThT inhib,RECQ1 inh,L3MBTL1 inh
Cc1cc(Oc2ccc(C)c(Cl)c2)nc(SCC(=O)c2ccccc2)n1,-3%,-3%,-5%,-5%,38%[activator]
COc1cc(C2/C(=C(\O)c3ccc4c(c3)CC(C)O4)C(=O)C(=O)N2CCCn2ccnc2)ccc1O (stereo not given),0%,2%,-14%,8%,1%
Cc1ccc(S(=O)(=O)N(CC(=O)N/N=C/c2ccc(F)cc2)c2cccc3cccnc23)cc1,7%,6%,4%,-15%,4%

# Assay outcomes as filed in PubChem.
